Source: PubChem (National Center for Advancing Translational Sciences (NCATS))
Tau ThT inhib – blocks human tau fibril formation measured by thioflavin T. Potency, µM (titrated, usually from 57.4 µM), without a hit: at the highest dose activity, negative = inhibition, usual class: inhibitors. 2.1% of 270,000 active. AID 1460. recombinant tau K18 P301L (four-repeat tau fragment), heparin-induced fibrillization, ThT fluorescence. P10636; also: nearly all actives have a fitted effect of over 55% in size
Target sequence (P10636 561-689 P618L limits assumed): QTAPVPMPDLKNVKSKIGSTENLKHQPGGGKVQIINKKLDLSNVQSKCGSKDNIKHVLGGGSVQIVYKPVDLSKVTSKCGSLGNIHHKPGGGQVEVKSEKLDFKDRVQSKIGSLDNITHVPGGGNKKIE
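Heparin-induced fibrillization of the P301L-mutant K18 repeat-domain fragment of human tau was followed by ThT binding in quantitative high-throughput format.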
TRb-SRC2 inh – disrupts binding of human TR beta to SRC2 | P10828 | TRbeta-SRC2 peptide binding, fluorescence polarization; receptor liganded with 1 µM T3 | Potency, µM (highest dose often 106 µM), without a hit: top-dose activity change, negative = inhibition, usual class: inhibitors | 0.065% of 280,000 active | AID 1469;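 also: plate controls were bound peptide for no effect and peptide without receptor for full effect; nearly all actives have a fitted effect of over 50% in size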
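Compounds were added to 0.6 uM TRb ligand-binding domain and 20 nM Texas Red-labeled SRC2 peptide in Tris buffer containing 1 uM T3, incubated 5 hr at ambient temperature, then read by fluorescence polarization.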
JMJD2E inh – blocks human JMJD2E demethylase activity; AID 2147; 1.6% of 230,000 active; Potency, µM (series often up to 57.1 µM), for inactives: at the highest dose activity change, negative = inhibition, most hits filed as inhibitors; B2RXH2; JMJD2E catalytic domain, FDH-coupled NADH fluorescence (FDH is formaldehyde dehydrogenase); active = well fitted inhibition curve with a large enough effect, not every such curve was filed as active; inconclusive = small, poorly fitted or top-dose-only effect, or another doubt; inactive = no such curve, though single readings can be large or run the other way;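 also: 0% = wells with enzyme and -100% = buffer wells without enzyme; nearly all actives have a fitted effect of over 50% in size; many of its hits are not listed in these tables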
Target sequence (B2RXH2 1-337 limits assumed): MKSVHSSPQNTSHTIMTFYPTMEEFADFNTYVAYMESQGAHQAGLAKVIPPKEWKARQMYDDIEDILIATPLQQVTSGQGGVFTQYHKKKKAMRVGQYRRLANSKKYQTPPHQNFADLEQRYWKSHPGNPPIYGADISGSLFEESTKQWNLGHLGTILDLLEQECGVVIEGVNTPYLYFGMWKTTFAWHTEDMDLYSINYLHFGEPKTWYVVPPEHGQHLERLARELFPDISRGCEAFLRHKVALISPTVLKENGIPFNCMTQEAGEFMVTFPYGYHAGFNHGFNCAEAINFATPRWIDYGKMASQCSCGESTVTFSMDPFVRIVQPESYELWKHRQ
TR SRC2 fluor cs – Texas Red fluorescence interference in TRb-SRC2 counter-screen; Potency, µM (titrated, usually from 106 µM), for inactives: top-dose fluorescence change, negative = quenching; TRb/SRC2 Texas Red total fluorescence interference; 0.29% of 280,000 active; active = well fitted curve in either direction with a large enough effect; inconclusive = small, poorly fitted or top-dose-only effect
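Flags fluorescent or light-absorbing compounds by total fluorescence, S + 2P, at 555 nm excitation and 632 nm emission. Mixture: 20 nM Texas Red SRC2 peptide, 0.6 uM human TRb LBD, 1 uM T3, 5% DMSO; compound exposure 5 h at ambient temperature.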
Tau FP inhib – tau fibrillization inhibition (FP). AID 1468. Potency, µM (top dose mostly 57.7 µM), for inactives: at the top dose activity, negative = inhibition, actives largely listed as inhibitors. 0.39% of 280,000 active. P10636. K18 P301L tau heparin fibrillization, Alexa594 FP, 6 h; also: nearly all actives have a fitted effect of over 55% in size
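Quantitative HTS format: compounds meet 15 uM recombinant K18 P301L tau and Alexa 594-tau tracer in 100 mM sodium acetate pH 7; 20 uM heparin triggers fibrillization at 37 C over 6 hr; FP gives the signal.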
RECQ1 helicase – inhibitors of human RECQ1 DNA helicase | Potency, µM (doses to about 57.3 µM), inactives show at the top dose activity, negative = inhibition, most hits filed as inhibitors | RECQ1 DNA unwinding, red fluorescence kinetic read | 0.54% of 240,000 active | AID 2549 | P46063;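 also: plate controls were vehicle for no effect and no enzyme for full effect; nearly all actives have a fitted effect of over 30% in size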
Target sequence (P46063 whole entry, looked up): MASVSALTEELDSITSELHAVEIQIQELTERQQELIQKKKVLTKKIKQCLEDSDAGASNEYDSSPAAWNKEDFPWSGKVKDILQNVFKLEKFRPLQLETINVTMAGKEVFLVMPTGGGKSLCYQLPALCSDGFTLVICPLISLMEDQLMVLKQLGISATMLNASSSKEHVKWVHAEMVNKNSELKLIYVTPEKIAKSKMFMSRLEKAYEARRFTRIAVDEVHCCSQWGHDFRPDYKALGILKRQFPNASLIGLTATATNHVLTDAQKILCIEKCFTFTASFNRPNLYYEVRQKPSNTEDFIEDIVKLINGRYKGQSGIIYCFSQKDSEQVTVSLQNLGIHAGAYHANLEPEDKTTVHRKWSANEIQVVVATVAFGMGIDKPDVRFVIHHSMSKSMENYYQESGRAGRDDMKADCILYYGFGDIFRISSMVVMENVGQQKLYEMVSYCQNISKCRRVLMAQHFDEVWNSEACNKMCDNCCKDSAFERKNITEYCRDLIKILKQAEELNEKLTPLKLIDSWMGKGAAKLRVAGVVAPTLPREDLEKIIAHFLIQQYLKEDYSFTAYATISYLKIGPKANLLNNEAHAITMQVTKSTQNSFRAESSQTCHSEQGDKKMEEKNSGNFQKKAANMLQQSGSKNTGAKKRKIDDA
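50 nM RECQ1T1 preincubated 15 min with compound in Tris pH 8.0 buffer with MgCl2, DTT, Tween-20 and 2.5 ug/ml poly(dI-dC); started with 200 nM TAMRA/BHQ-2 forked duplex and 2 mM ATP. Unwinding read as fluorescence (525/598 nm), two reads 2 h apart.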
L3MBTL1 inh – inhibitors of human L3MBTL1 | Q9Y468 | AlphaScreen L3MBTL1–H3K9me1 peptide binding | Potency, µM (titrated, usually from 57.1 µM), for the others: at the top dose activity, negative = inhibition, actives largely listed as inhibitors | 0.66% of 230,000 active | AID 485360; also: nearly all actives have a fitted effect of over 60% in size
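L3MBTL1 50 nM + b-AHA-H3(1-15)K9me1 75 nM, 30 min RT; compound added, 30 min RT; streptavidin donor/Ni-chelate acceptor beads 10 ug/mL each final, 30 min RT dark; AlphaScreen read.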
RGS12 GoLoco inh – inhibitors of human Gai1-RGS12 GoLoco interaction (red fluorophore) | Potency, µM (highest dose often 61.6 µM), for the others: top-dose activity, negative = inhibition, usual class: inhibitors | 0.44% of 230,000 active | Gai1:RGS12 GoLoco peptide FP, rhodamine, 10 min | P63096; active = well fitted inhibition curve with a large enough effect, not every such curve was filed as active; inactive = no such curve, though single readings can be large or run the other way; also: nearly all actives have a fitted effect of over 30% in size; many of its hits are not listed in these tables
Numbers without * were called inactive; i = inactive; ? = inconclusive; . = no result given; [ ] = remark or other dose. Unless noted, calls follow the shape of the dose curve; as a rule, active = well fitted curve in the direction sought with a large enough effect; inconclusive = small, poorly fitted or top-dose-only effect, or another doubt; inactive = no such curve, though single readings can be large; an effect the other way counts as inactive or inconclusive. Unless noted, % is scaled to controls: 0 for no effect and ±100 for the full control effect; potency is read from the fitted curve at half-maximal effect. A portion of the library; the hit share may differ from the screen's.

nr	molecule	Tau ThT inhib	TRb-SRC2 inh	JMJD2E inh	TR SRC2 fluor cs
1	COc1cccc(OCC(=O)NNC(=S)Nc2ccc(Cl)cc2Cl)c1	13%	-2%	-16%	-2%
2	O=c1c2ccccc2nc2ccccn12	-6%	4%	?	-4%
3	COc1ccc(Cn2c(C(=O)O)c(CNCc3ccccc3F)c3ccc(OC)cc32)cc1	-5%	3%	.	-1%
4	COc1ccc(C2N=C(Nc3ccc(C)cc3)Nc3nc(C)cc(=O)n32)cc1 (stereo not given)	1%	-14%	-12%	-2%
5	O=C(CCCN1C(=O)c2ccccc2C1=O)N1CCC(c2ccccc2)C1 (stereo not given)	-13%	-1%	-4%	-1%
6	O=[N+]([O-])c1ccc(/C=N/Nc2nc(-c3ccccc3)c3cc(Br)ccc3n2)o1	2.8µM*	3%	-2%	-4%
7	C/C(=N\NC(=S)Nc1ccc(C)cc1)c1cccc(N)c1	?	-4%	1%	-2%
8	CNC(=O)c1cc2ncc(C(F)(F)F)cc2s1	-3%	1%	0%	1%
9	COC(=O)c1ccc(C(NC(=O)OCc2ccccc2)/C(F)=C/[C@@H](C)C(=O)NCc2cc(F)cc(F)c2)cc1 (stereo not given in full)	-12%	1%	-7%	-4%
10	NC(=O)NC(=O)COC(=O)CCCSc1nc2ccccc2s1	-1%	-3%	10%	-4%

nr	Tau FP inhib	RECQ1 helicase	L3MBTL1 inh	RGS12 GoLoco inh
1	1%	15%	-12%	3%
2	5%	-3%	.	-6%
3	2%	.	.	.
4	-7%	-5%	-2%	-4%
5	-7%	-2%	.	13%
6	2%	i	.	16%
7	3%	i	-14%	17%
8	-3%	i	.	-8%
9	0%	i	.	-1%
10	1%	-2%	12%	0%

(further entries)
nr	molecule	Tau ThT inhib	TRb-SRC2 inh	JMJD2E inh	TR SRC2 fluor cs
11	Cn1nnnc1SCC(=O)NCCc1ccc(Cl)cc1	-9%	0%	-4%	-1%
12	COC(=O)c1scc(-c2ccc(C)cc2)c1S(=O)(=O)Nc1ccc(NC(C)=O)cc1	-1%	2%	.	1%
13	CC(=O)Nc1ccc(NC(=O)c2ccccc2S(=O)(=O)c2ccccc2[N+](=O)[O-])cc1	-6%	7%	7%	0%
14	Cc1ccc(OCc2nnc(SC(C)C(=O)O)n2Cc2ccccc2)cc1 (stereo not given)	-9%	-2%	-14%	-2%
15	O=C(NCc1ccccc1Cl)C1CCN(S(=O)(=O)c2ccc3c(c2)CCCN3C(=O)C2CCC2)CC1	-11%	2%	.	1%
16	O=C1/C(=C\c2cccnc2)CN(Cc2ccccc2)C/C1=C\c1cccnc1	14µM*	-16%	-7%	0%
17	COC(=O)C(C)Sc1nc2c([nH]c3ccccc32)c(=O)n1-c1ccc(OC)cc1 (stereo not given)	-1%	6%	.	-5%
18	C/C(CC(=O)NC12CC3CC(CC(C3)C1)C2)=N\NC(=O)Cc1cccs1	10%	-8%	7%	-3%
19	CC(C)CC(OC(=O)c1ccco1)C(=O)NC1CCCCC1 (stereo not given)	7%	-23%	-1%	-1%
20	O=C1CC(c2ccco2)Cc2nc(Nc3nc(-c4ccccc4)c4ccccc4n3)ncc21 (stereo not given)	-7%	4%	-18%	-1%

nr	Tau FP inhib	RECQ1 helicase	L3MBTL1 inh	RGS12 GoLoco inh
11	-9%	-15%	-4%	8%
12	-11%	.	.	.
13	-8%	-5%	3%	8%
14	-5%	-1%	56%[activator]	-4%
15	11%	.	.	.
16	?	-10%	-1%	-13%
17	-2%	.	.	.
18	-1%	5%	-15%	0%
19	-11%	i	27%	.
20	4%	-5%	1%	3%

Given as a markdown table: entries from further up
| no. | Structure | Tau ThT inhib | TRb-SRC2 inh | JMJD2E inh | TR SRC2 fluor cs | Tau FP inhib | RECQ1 helicase | L3MBTL1 inh | RGS12 GoLoco inh |
| --- | --- | --- | --- | --- | --- | --- | --- | --- | --- |
| 14 | Cc1ccc(OCc2nnc(SC(C)C(=O)O)n2Cc2ccccc2)cc1 (stereo not given) | -9% | -2% | -14% | -2% | -5% | -1% | 56%[activator] | -4% |
| 15 | O=C(NCc1ccccc1Cl)C1CCN(S(=O)(=O)c2ccc3c(c2)CCCN3C(=O)C2CCC2)CC1 | -11% | 2% | . | 1% | 11% | . | . | . |
| 16 | O=C1/C(=C\c2cccnc2)CN(Cc2ccccc2)C/C1=C\c1cccnc1 | 14µM* | -16% | -7% | 0% | ? | -10% | -1% | -13% |
| 17 | COC(=O)C(C)Sc1nc2c([nH]c3ccccc32)c(=O)n1-c1ccc(OC)cc1 (stereo not given) | -1% | 6% | . | -5% | -2% | . | . | . |
| 11 | Cn1nnnc1SCC(=O)NCCc1ccc(Cl)cc1 | -9% | 0% | -4% | -1% | -9% | -15% | -4% | 8% |

Other results.
nr	molecule	Tau ThT inhib	TRb-SRC2 inh	JMJD2E inh	TR SRC2 fluor cs
21	C=C(C)CSC1=C(C#N)C(c2ccsc2)CC(=O)N1 (stereo not given)	1%	-3%	?	-6%
22	CC(C)C(NC(=S)Nc1ccccc1)C(=O)O (stereo not given)	5%	3%	9%	-2%
23	CCc1cccc(CC)c1NC(=S)NCCc1ccc(O)c(O)c1	?	-3%	-26%	-4%
24	CCN1CCN(S(=O)(=O)c2cccc3nsnc23)CC1	-7%	1%	0%	0%
25	C=CCNC(=O)N1CCc2nc(-c3ccccc3)c3c(c2C1)CO[C@@H](C)C3	3%[11.5 µM]	4%[11.2 µM]	0%[11.4 µM]	-4%[11.2 µM]
26	Cc1c(CCNS(=O)(=O)c2ccccc2)sc2nc(-c3ccc(Cl)cc3)nn12	6%	0%	.	-2%
27	O=C1CC(N2CCN(c3ccccc3)CC2)C(=O)N1Cc1ccc(Cl)cc1 (stereo not given)	?	7%	-22%	-1%
28	CCOC(=O)c1nc(N2CCN(C(=O)OCC)CC2)c2c3c(sc2n1)CCCC3	?	-7%	?	-2%
29	COC(=O)c1cc(NC(=O)C2CC=CCC2C(=O)O)cc(C(=O)OC)c1 (stereo not given)	-13%	-2%	-13%	-3%
30	c1ccc2c(c1)[nH]c1c(N3CCOCC3)ncnc12	0%	8%	?	-1%

nr	Tau FP inhib	RECQ1 helicase	L3MBTL1 inh	RGS12 GoLoco inh
21	-2%	-8%	.	-11%
22	4%	-5%	-14%	-23%
23	-3%	-11%	-19%	-12%
24	-4%	i	.	5%
25	-3%[11.6 µM]	2%[11.5 µM]	.	3%[14.2 µM]
26	-13%	.	.	.
27	8%	-30%	.	38%[activator]
28	-9%	16%	6%	2%
29	-1%	0%	1%	0%
30	6%	-2%	-5%	5%

The listing continues:
nr	molecule	Tau ThT inhib	TRb-SRC2 inh	JMJD2E inh	TR SRC2 fluor cs
31	COC(=O)c1c(C)oc(C)c1S(=O)(=O)NCC1CC1	-5%	6%	-2%	-2%
32	Cc1cc(C2C(C#N)=C(N)Oc3n[nH]c(C)c32)c(C)s1 (stereo not given)	?	-4%	13%	-10%
33	CCOC(=O)Cn1c2c(c(=N)c3ccccc31)CCC2	-10%	0%	?	3%
34	CCN(CC)S(=O)(=O)c1ccc(NC(=O)COC(=O)CN2C(=O)c3ccccc3C2=O)cc1	0%	-6%	-4%	-8%
35	Cc1cc(C)cc(C(=O)NCC(=O)OCC(=O)c2cc(C)n(CC(F)(F)F)c2C)c1	5%	-7%	2%	2%
36	O=C(NC(=S)NCCCN1CCOCC1)c1ccc([N+](=O)[O-])cc1	-7%	1%	-5%	-5%
37	Cc1ccc(-n2c(-c3ccco3)n[nH]c2=S)cc1	-6%	1%	?	-1%
38	CN(C)c1nc(Nc2ccc(Cl)cc2)nc(OCC#N)n1	-1%	-25%	-6%	0%
39	CCCc1cc(=O)[nH]c(Nc2cc(Cl)cc(Cl)c2)n1	12%	-2%	.	4%
40	CCC(=O)Nc1ccc(Oc2ccc3c(c2)C(=O)NC3=O)cc1	-15%	-4%	8%	1%

nr	Tau FP inhib	RECQ1 helicase	L3MBTL1 inh	RGS12 GoLoco inh
31	3%	0%	-5%	-3%
32	-5%	i	41%[activator]	7%
33	3%	1%	-9%	-2%
34	-4%	2%	.	6%
35	2%	8%	3%	2%
36	-1%	-13%	5%	2%
37	-7%	i	11%	-4%
38	?	-15%	6%	9%
39	11µM*	.	.	.
40	-4%	-5%	31%[activator][11.4 µM]	13%

Further entries follow.
nr	molecule	Tau ThT inhib	TRb-SRC2 inh	JMJD2E inh	TR SRC2 fluor cs
41	COc1ccc(C2CC(=O)N(CC(=O)Nc3ccc(C(F)(F)F)cc3)c3ccccc3S2)cc1 (stereo not given)	0%	0%	.	2%
42	OC[C@H]1O[C@@H](n2cnc3c(NC4CCCC4)nc(Cl)nc32)[C@H](O)[C@@H]1O	7%	-5%	.	0%
43	COc1ccccc1N(CN1CCCC1=O)C(=O)c1c(F)cccc1Cl	-1%	0%	0%	-2%
44	Cc1ccc(-c2nn(C)c(=O)c3ccccc23)cc1CNC(=O)CN1CCOCC1	2%	-7%	0%	-2%
45	CCCN1C(=O)/C(=N\OCC(=O)NC23CC4CC(CC(C4)C2)C3)c2ccccc21	?	5%	0%	0%
46	CCCCS(=O)Cc1ccccc1 (stereo not given)	-2%	3%	4%	1%
47	COc1ccc(NS(=O)(=O)c2cc(NC(=O)c3cccs3)ccc2N2CCOCC2)cc1	-20%	0%	-29%	3%
48	O=C1N(Cc2cccc(Cl)c2)C[C@@H]2C[C@@H](c3cccc4ncccc34)N3CCC[C@@]123	-4%	9%[53 µM]	-9%	-2%[53 µM]
49	COc1ccccc1CNC(=O)C1CCC1	-3%	-7%	5%	-1%
50	CCOc1ccccc1N1CCN(Cc2cccc(OC)c2O)CC1	3%	-3%	1%	-2%
51	Cc1ccc2nc(-c3ccc(NC(=S)NC4CC(C)(C)NC(C)(C)C4)cc3)sc2c1	?	5%	?	-6%
52	CN(C)c1nc(C=C(C#N)C#N)c(Cl)n1-c1ccc(F)cc1	14µM*	1%	-2%	-1%

nr	Tau FP inhib	RECQ1 helicase	L3MBTL1 inh	RGS12 GoLoco inh
41	?	.	.	.
42	7%	-6%	-2%	10%
43	4%	3%	0%	-2%
44	3%	i	-2%[11.4 µM]	1%
45	1%	-8%	-9%	-2%
46	3%	-3%	.	3%
47	-21%	i	.	3%
48	-8%	-9%	?	118%[activator]
49	-2%	i	5%	-2%
50	0%	-9%	-1%	-38%
51	11µM*	i	-3%	15%
52	?	-8%	.	3%
